From PubChem
rTrxR1 inhibitor – qHTS Assay for Inhibitors of Mammalian Selenoprotein Thioredoxin Reductase 1 (TrxR1): qHTS; Thioredoxin reductase 1, cytoplasmic (Rattus norvegicus), O89049; recombinant rTrxR1, NADPH fluorescence consumption, selenite substrate; Potency, µM (titrated, usually from 114 µM), inactives show top-dose activity change, negative = inhibition, hits mostly inhibitors; AID 588453, 2011; hit rate 1% among 390,000; note: % is set by controls: 0 for no effect and ±100 for the full control effect; nearly all actives have a fitted effect of over 65% in size
Target sequence (O89049 whole entry, looked up): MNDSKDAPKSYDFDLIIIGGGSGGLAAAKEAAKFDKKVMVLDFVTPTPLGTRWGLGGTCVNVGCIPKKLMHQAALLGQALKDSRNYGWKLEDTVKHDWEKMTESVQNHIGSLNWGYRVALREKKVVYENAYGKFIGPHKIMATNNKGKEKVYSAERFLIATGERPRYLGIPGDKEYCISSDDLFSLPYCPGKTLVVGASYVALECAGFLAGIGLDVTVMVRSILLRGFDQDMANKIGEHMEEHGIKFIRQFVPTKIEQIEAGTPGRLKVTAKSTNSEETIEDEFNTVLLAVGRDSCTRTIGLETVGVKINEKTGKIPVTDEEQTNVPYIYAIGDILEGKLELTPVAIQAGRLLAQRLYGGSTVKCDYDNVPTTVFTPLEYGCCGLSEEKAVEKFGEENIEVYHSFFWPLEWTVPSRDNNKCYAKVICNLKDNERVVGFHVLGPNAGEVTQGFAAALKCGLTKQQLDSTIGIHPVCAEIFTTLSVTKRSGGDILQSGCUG
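Rat TrxR1 (90 nM in the dispensed reagent) was pre-reduced with 400 uM NADPH for 5 min at room temperature, then incubated with compound for 15 min. After 400 uM selenite was added, NADPH fluorescence (Ex 340/Em 450 nm) was followed for 8 min.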
Pin1 inhibitor – qHTS Assay to Find Inhibitors of Pin1; Pin1 FP peptide displacement, HiFluor488, 10 min; Potency, µM (top dose mostly 115 µM), inactives show at the top dose activity, negative = inhibition, actives largely listed as inhibitors; AID 504891, 2011; hit rate 0.009% among 390,000; Peptidyl-prolyl cis-trans isomerase NIMA-interacting 1 (Homo sapiens), Q13526; active = well fitted inhibition curve with a large enough effect in the polarisation, with a control signal flat, not every such curve was filed as active; inconclusive = small, poorly fitted or top-dose-only effect, or effect the other way, or a change in a side signal; inactive = no such curve, though single readings can be large or run the other way; the % refers to the polarisation; note: % is set by controls: 0 for no effect and ±100 for the full control effect
Target sequence (Q13526 whole entry, looked up): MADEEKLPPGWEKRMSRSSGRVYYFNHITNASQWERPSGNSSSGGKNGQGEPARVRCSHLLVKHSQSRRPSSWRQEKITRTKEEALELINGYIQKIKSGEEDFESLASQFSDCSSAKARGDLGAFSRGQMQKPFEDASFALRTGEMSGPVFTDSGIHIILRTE
JMJD2A Tudor – qHTS Assay for Inhibitors of JMJD2A-Tudor Domain; AlphaScreen JMJD2A-Tudor / H3K4me3 peptide binding; Lysine-specific demethylase 4A (Homo sapiens), O75164; Potency, µM (doses to about 114 µM), without a hit: top-dose activity change, negative = inhibition, usual class: inhibitors; hit rate 4.4% among 390,000; note: % is set by controls: 0 for no effect and ±100 for the full control effect; nearly all actives have a fitted effect of over 50% in size
HP1b binding inh – HTS for Inhibitors of HP1-beta Chromodomain Interactions with Methylated Histone Tails | Chromobox protein homolog 1 (Homo sapiens), P83916 | AlphaScreen HP1-beta / biotin-H3K9me3 peptide binding | Potency, µM (series often up to 114 µM), for inactives: top-dose activity change, negative = inhibition, most hits filed as inhibitors | hit rate 0.56% among 390,000; note: nearly all actives have a fitted effect of over 70% in size; inactives centre near 23
Target sequence (P83916 whole entry, looked up): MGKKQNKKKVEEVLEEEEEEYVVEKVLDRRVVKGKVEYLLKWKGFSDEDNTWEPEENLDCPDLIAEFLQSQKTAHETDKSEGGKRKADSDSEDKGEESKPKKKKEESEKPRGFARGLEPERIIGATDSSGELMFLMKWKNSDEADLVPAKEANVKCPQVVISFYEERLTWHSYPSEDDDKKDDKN
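Compound inhibition of the preformed complex between 50 nM HP1-beta and 50 nM biotinylated H3K9me3 peptide was read by AlphaScreen. Buffer was PBS pH 7.4 with 0.01% Tween-20. Incubations ran 30 min at room temperature, with 10 ug/mL donor/acceptor beads.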
GLS inhibitor – qHTS for Inhibitors of Glutaminase (GLS); GLS enzymatic activity, qHTS titration; Potency, µM (series often up to 45.5 µM), inactives show at the highest dose activity change, negative = inhibition, hits mostly inhibitors; Glutaminase kidney isoform, mitochondrial (Homo sapiens), O94925; hit rate 0.21% among 410,000; note: % is set by controls: 0 for no effect and ±100 for the full control effect
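Glutamate formation by hKGA was monitored fluorometrically using coupled glutamate oxidase, HRP and Amplex Red. Substrate was added as 1 mM L-glutamine solution; incubation was 30 min at RT after an initial read.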
Tb PGK inh – qHTS Assay to Find Inhibitors of Phosphoglycerate Kinase. Potency, µM (top dose mostly 57.5 µM), for the others: top-dose activity change, negative = inhibition, actives largely listed as inhibitors. Phosphoglycerate kinase, glycosomal (Trypanosoma brucei brucei), P07378. PGK/GAPDH coupled, Kinase-Glo luminescence, 60 min. AID 602233, 2012. hit rate 0.043% among 380,000; note: % is set by controls: 0 for no effect and ±100 for the full control effect; nearly all actives have a fitted effect of over 60% in size
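Luminescent ATP detection (Kinase-Glo Plus) follows a 60-minute room-temperature incubation, with wells lacking PGK as controls. Buffer: 100 mM TEA (pH 7.6), 5 mM MgCl2, 0.01% Tween-20. Coupling enzyme GAPDH (100 nM final) supplies unstable 1,3-BPG in-well.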
ERG Ets-DNA blk – qHTS for Small Molecule Inhibitors of the ERG Ets/DNA interaction; Transcriptional regulator ERG (Homo sapiens), P11308; AID 624246, 2012; fluorescence polarization, His-ERG Ets domain / labelled DNA; hit rate 0.028% among 370,000; Potency, µM (highest dose often 76.9 µM), for inactives: at the top dose FP activity, negative = inhibition, usual class: inhibitors; active = well fitted inhibition curve with a large enough effect in the polarisation, with a control signal flat; inconclusive = small, poorly fitted or top-dose-only effect, or effect the other way, or a change in a side signal; inactive = no such curve, though single readings can be large or run the other way; the % refers to the polarisation;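 note: polarization taken with two DNA probes labelled with fluorescein and Texas red; % of control where 0% means no effect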
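His-tagged ERG Ets domain (1 uM in the protein solution; 300mM KCl, 50mM Tris-HCl, 1mM EDTA, 1mM DTT, pH 7.5) received compound, then a probe mix of 5 nM fluorescein-DNA and 100nM Texas-615-DNA. Fluorescence polarization was read for both dyes.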
ALOX12 inh – Primary qHTS assay for inhibitors of human arachidonate 12S-lipoxygenase (ALOX12): Round 2; Polyunsaturated fatty acid lipoxygenase ALOX12 (Homo sapiens), P18054; purified 12hLO, xylenol orange hydroperoxide absorbance; Potency, µM (titrated, usually from 108 µM), without a hit: at the top dose activity change, negative = inhibition, usual class: inhibitors; hit rate 1.1% among 580,000; AID 1671190, 2021; note: % is set by controls: 0 for no effect and ±100 for the full control effect
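Hydroperoxide product was detected by ferrous iron/xylenol orange as the 573 to 405 nm absorbance ratio. Arachidonic acid at 40 uM (final) was turned over for 30 min at room temperature by 150 nM human 12hLO, pH 7.0 Hepes buffer, after 15 min compound preincubation.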
RGS4 inhibitor – Inhibitors of Regulator of G Protein Signaling (RGS) 4: qHTS | Transcreener GDP fluorescence polarization, RGS4-accelerated GTP hydrolysis | hit rate 0.039% among 390,000 | Regulator of G-protein signaling 4 (Homo sapiens), P49798 | Potency, µM (top dose mostly 114 µM), inactives show top-dose activity change, negative = inhibition, hits mostly inhibitors; note: % is set by controls: 0 for no effect and ±100 for the full control effect; nearly all actives have a fitted effect of over 75% in size; some results filed as inactive show a strong effect at the top dose
Target sequence (P49798 whole entry, looked up): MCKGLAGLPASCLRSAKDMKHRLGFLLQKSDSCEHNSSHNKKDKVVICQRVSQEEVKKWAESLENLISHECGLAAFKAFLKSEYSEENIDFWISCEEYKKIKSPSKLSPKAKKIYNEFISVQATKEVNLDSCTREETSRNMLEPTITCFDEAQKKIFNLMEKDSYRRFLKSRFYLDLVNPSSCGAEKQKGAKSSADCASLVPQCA
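MLSMR compounds (23 nl, pin-transferred) preincubated 10 min at room temperature with a 500nM (2x) first reagent, then RGS4 at 900nM (2x) plus Transcreener GDP mix added; fluorescence polarization (620/688 nm) read before and after 90 min at 30 °C.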
Active calls of the source: *; i = inactive; ? = inconclusive; . = not tested or not shown; & = joins results of further samples; [ ] = dose if it differs, or a comment. Unless noted, calls come from the whole dose curve; as a rule, active = well fitted curve in the direction sought with a large enough effect; inconclusive = small, poorly fitted or top-dose-only effect, or another doubt; inactive = no such curve, though single readings can be large; an effect the other way counts as inactive or inconclusive. Potency is the fitted concentration of half-maximal effect.

SMILES	rTrxR1 inhibitor	Pin1 inhibitor	JMJD2A Tudor	HP1b binding inh	GLS inhibitor	Tb PGK inh	ERG Ets-DNA blk	ALOX12 inh	RGS4 inhibitor
CCOC(=O)C1(CC2CCCCO2)CCN(S(=O)(=O)c2cc(C)cs2)CC1 (stereo unspecified)	8%[57.1 µM]	-1%	4%	45%[activator]	-13%	-3%	-2%	-1%	-3%
O=C(NCc1ccc(F)cc1)c1cccs1	33%	-7%	-5%	22%	10%	-9%	-18%	-2%	33%
CC(=O)Nc1ccc(C(=O)NNC(=O)Cc2ccccc2)cc1	7%	-4%	-18%	-18%	0%	1%	5%	8%	9%
Clc1ccc(OCCCCCN2CCOCC2)cc1	27%	-1%	-13%	45%[activator]	4%	-3%	1%	-15%	-22%
O=c1[nH]c(/C=C/c2cccnc2)c([N+](=O)[O-])c(=O)[nH]1	-1%[57.1 µM]	0%	-2%[11.4 µM]	33%	9%	-9%	-6%	-6%	-48%
O=C(Cn1cnc2c(NC(=O)OCc3ccccc3)ncnc21)NCc1ccccn1	27%[57.1 µM]	1%	-13%	15%	1%	-3%	-7%	3%	15%
c1ccc(C2CNCCc3ccccc32)cc1 (stereo unspecified)	4%	-6%	-7%	22%	1%	-8%	13%	11%	9%
C=CCSc1nnc(-c2cc3c(-c4ccccc4)nn(C)c3s2)n1C	-8%[57.1 µM]	1%	-10%	33%	-2%	4%	3%	10%	-31%
O=C1CC(SC2=NCCS2)C(=O)N1c1ccc(Cl)cc1 (stereo unspecified)	-8%[57.1 µM]	-2%	5%	43%[activator]	10%	4%	-1%	-18%	-17%
Cc1cc(NC(=O)c2c(-c3ccccc3Cl)noc2C)no1	-10%	2%	-1%	21%	8%	-2%	.	8%[57.4 µM]	35%
CCN(CC)c1nc(=S)nc(NC(C)(C)C)[nH]1	13%	-11%	-33%	17%	0%	-8%	4%	?	2%
COc1ccc(NC(=O)C2CCCN(S(=O)(=O)c3cccc4nonc34)C2)cc1Cl (stereo unspecified)	-1%	?	2%	34%	-3%	0%	0%	-22%	-4%
Cc1ccc(N2CC(C(=O)N3CCCCCC3)CC2=O)cc1 (stereo unspecified)	22%	-7%	-11%	54%[activator]	8%	-6%	0%	173%[activator]	-5%
CCCN(CCC)S(=O)(=O)c1ccc(C(=O)Nc2c(C)n(C)n(-c3ccccc3)c2=O)cc1	26%[57.1 µM]	3%	-6%	49%[activator]	-12%	-1%	4%	0%&3%	-7%
O=C(CN1CCN(CN2C(=O)NC3(CCCCCC3)C2=O)CC1)Nc1cccc(F)c1	-16%	4%	9%	15%	-7%	-5%	5%	420%[activator]	12%
CCN(CC)S(=O)(=O)c1ccc(S(=O)(=O)N2CCN(CCC#N)CC2)cc1	10%	0%	-16%	25%	2%	-9%	0%	436%[activator]	25%
CC(=O)Nc1ccc(NC(=O)CCC(=O)Oc2ccc(C)cc2)cc1	12%	9%	0%	36%	9%	6%	5%	?	-1%
COc1ccc(CC(=O)NNC(=O)CSc2nc(C)c(C)c(=O)[nH]2)cc1	-7%[57.1 µM]	0%	-5%	-1%	2%	-1%	3%	6%	-4%
Cc1nc(-c2ccc(NC(=O)c3ccccc3)cc2)cs1	23%	8%	-11%	3%	3%	?	-12%	-70%	6%
CCCc1[nH]nc2c1C(c1ccc(OC(=O)N3CCOCC3)c(OC)c1)C(C#N)=C(N)O2 (stereo unspecified)	-7%	-8%	-19%	30%	6%	.	.	-9%	-16%
CC(=O)N1CCN(C(=S)Nc2ccc(SC(F)F)cc2)CC1	15%[57.1 µM]	-10%	-27%	23%	0%	i	5%	-11%	-11%
Cc1ccc(S(=O)(=O)CCC(=O)OCC(=O)c2ccc(C)c(C)c2)cc1	-4%	4%	6%	42%[activator]	-1%	-1%	-12%	-16%	-17%
Cc1cccc(C)c1OCc1nnc(SCC(=O)Nc2nccs2)n1-c1ccccc1	9%	0%	-10%	27%	-3%	-1%	-3%	-23%	16%
COc1ccc(CCN(C)C(=O)c2cccc(S(=O)(=O)NCc3ccccc3)c2)cc1OC	-7%	-2%	-19%	9%	1%	9%	-5%	114%[activator]	10%
COc1ccc(NC(=O)CS(=O)CC(=O)Nc2ccc(-n3cnnn3)c(C)c2)cc1 (stereo unspecified)	8%	?	4%	20%	9%	9%	-1%	8%	-1%

(listing goes on)
SMILES	rTrxR1 inhibitor	Pin1 inhibitor	JMJD2A Tudor	HP1b binding inh	GLS inhibitor	Tb PGK inh	ERG Ets-DNA blk	ALOX12 inh	RGS4 inhibitor
CC(=O)c1c(C)[nH]c(C(=O)CN2CCN(S(=O)(=O)c3ccccc3)CC2)c1C	-13%	-7%	2%	53%[activator]	-9%	-10%	-10%	0%	-18%
COc1ccc2nc(Cl)c(C3CC(c4ccco4)=NN3C(=O)CCCC(=O)O)cc2c1 (stereo unspecified)	40µM*	.	-10%	74%[activator]	0%	-17%	14%	-29%	-39%
COc1ccc(-c2c(-c3cc(OC)cc(OC)c3)n(C)c3ccc(-c4ccc5[nH]ccc5c4)cc23)cc1	45%[activator]	19%	-32%	14%	1%	1%	17%	0%	5%
CCCCC(=O)NC(c1ccco1)c1cc(Cl)c2cccnc2c1O (stereo unspecified)	16%[57.1 µM]	2%	-14%[11.4 µM]	31%	?	2%	4%	?	-41%
CC(C)c1ccc(C2=C(O)c3ccccc3C(=O)C2=O)cc1	9%[57.1 µM]	-1%	-35%	-36%	19%	-6%	-3%	?	25%
CCCn1cc(S(=O)(=O)c2ccc(CC)cc2)c(=O)c2cc(F)c(N(CC)CC)cc21	39%[activator]	3%	-17%	38%	-7%	-9%	-4%	-9%	3%
CC(=O)Nc1ccc(NC(=O)C(C)OC(=O)CCC(=O)c2ccc(F)cc2)cc1 (stereo unspecified)	19%	-5%	-3%	14%	-4%	-3%	1%	0%	-9%
Cc1ccc(-n2c(=O)c3ccc(C(=O)NCc4ccco4)cc3n(CC(=O)Nc3ccccc3C(F)(F)F)c2=O)cc1	-17%	14%	-17%	15%	21%	-1%	2%	-22%	19%
CC(=O)Oc1cc(OC(C)=O)c2c(C)cc(=O)oc2c1	?	7%	-9%[11.4 µM]	31%	-12%	-5%	-2%	0%	1%[11.4 µM]
O=C(NOC(=O)c1ccccc1F)c1ccc(OC(F)F)cc1	-18%[57.1 µM]	1%	-12%	22%	-1%	-3%	-4%	-14%	-9%
c1ccc(C2=NN(c3ccccc3)CC2)cc1	86%[activator]	2%	64%[activator]	88%[activator]	10%	-1%	-3%	11%	11%
CCOC(=O)c1ccccc1NC(=O)CSc1cc(C)[nH]c(=O)n1	9%[57.1 µM]	-3%	-1%	27%	2%	i	1%	0%	7%
Cc1ccc(CNC(=O)C2(NC(=O)Nc3ccc(C)cc3)CCCCC2)cc1	9%	0%	-7%	27%	14%	-8%	.	-24%	-10%
N#CCC(=N)N1CCN(c2ccc(Cl)cc2)CC1	6%[57.1 µM]	4%	-22%	-8%	-7%	1%	1%	?	29%
C/C(=N\Nc1ccc(F)cc1F)c1ccc(N2CCOCC2)cc1	-4%	5%	?	-10%	10%	-8%	5%	?	-13%
O=C(N/C(=C/c1ccc(Br)cc1)c1nc2ccccc2[nH]1)c1ccco1	33%	18%	-7%	13%	12%	-4%[11.5 µM]	.	14%	28%
CCOC(=O)C(NCc1ccccc1OC)(NC(C)=O)C(F)(F)F (stereo unspecified)	3%	-1%	-7%[57.1 µM]	48%[activator]	0%	-2%	-7%	0%	3%[56.9 µM]
CCn1c(SCC(=O)N2CCCc3ccccc32)nnc1-c1ccco1	-13%[57.1 µM]	-2%	-14%	22%	-6%	-4%	2%	-24%	-7%
CCOc1cc(C(=O)Nc2ccc3c(c2)OCO3)ccc1OCCOc1ccccc1Cl	-2%	-3%	-12%	12%	7%	5%	-7%	16%	-18%
O=C(OCc1cc(=O)n2c(n1)sc1ccccc12)c1ccc2c(=O)n3c(nc2c1)CCC3	7%[57.1 µM]	?	-32%	49%[activator]	-27%	-13%	-21%	?	-20%
Cc1ccc2c(c1)C1C3CCC(C3)C1S(=O)N2 (stereo unspecified)	23%	-9%	-12%	6%	8%	-8%	0%	0%	1%
COc1cccc(/C=N/N2C(=O)CSC2=S)c1O	18µM*	52%[activator]	10µM*	?	21%	6%	.	35µM*	?
Cc1c(CN2CCN(CC(C)(C)C)C(CCO)C2)[nH]c2ccccc12 (stereo unspecified)	4%	-9%	-13%	-3%	14%	-1%	-4%	-14%	-13%

A portion of the library; the hit share may differ from the screen's.
